# Screens (PubChem BioAssay)
# Fam108B counter: Fam108B inhibition, counter-screen for RBBP9 inhibitors; 300,000 tested, 0.33% active; inhibition, % at 9.51 µM; recombinant Fam108B, FP-Rh probe fluorescence polarization; AID 1947;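 active = inhibition above the screen mean inhibition plus 3 SD, computed separately per campaign, cut at about 18% in these data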;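 also: inhibitors lower polarization as less probe binds the enzyme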
# PAFAH1B3 inh: inhibitors of human PAFAH1B3; recombinant PAFAH1B3, FP-rhodamine probe, fluorescence polarization; inhibition, % at 3.39 µM; 340,000 tested, 0.28% active; AID 492972;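 active = inhibition above the screen-wide average of all tested compounds plus 3 SD, cut at about 25% in these data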;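 also: 0% = enzyme with DMSO only and 100% = wells lacking PAFAH1B3 protein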
# LYPLA1 counter: blocks human lysophospholipase 1, a PME1 counter-screen; inhibition, % at 5.9 µM; recombinant LYPLA1, FP-Rh probe fluorescence polarization; O75608; AID 2174; 320,000 tested, 0.16% active;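 active = inhibition above the mean of all tested compounds plus 3 SD, set per campaign, cut at about 14% in these data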;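 also: inhibitors block serine hydrolase probe labeling of LYPLA1 so polarization falls; 0% = enzyme with DMSO and 100% = wells lacking LYPLA1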
# PME-1 primary: blocks human protein phosphatase methylesterase 1 | AID 2130 | recombinant PME-1, FP-Rh probe fluorescence polarization | inhibition, % at 5.9 µM | Q9Y570 | 320,000 tested, 0.53% active;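 active = inhibition above the campaign mean of all compounds plus 3 SD, cut at about 26% in these data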;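 also: competitive labeling of PME-1 active site by serine hydrolase directed probe; 0% = PME-1 with DMSO and 100% = wells lacking PME-1 enzyme; inhibitors block probe labeling so polarization falls and inhibition rises; many of its hits are not listed in these tables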
# Target sequence (Q9Y570 whole entry, looked up): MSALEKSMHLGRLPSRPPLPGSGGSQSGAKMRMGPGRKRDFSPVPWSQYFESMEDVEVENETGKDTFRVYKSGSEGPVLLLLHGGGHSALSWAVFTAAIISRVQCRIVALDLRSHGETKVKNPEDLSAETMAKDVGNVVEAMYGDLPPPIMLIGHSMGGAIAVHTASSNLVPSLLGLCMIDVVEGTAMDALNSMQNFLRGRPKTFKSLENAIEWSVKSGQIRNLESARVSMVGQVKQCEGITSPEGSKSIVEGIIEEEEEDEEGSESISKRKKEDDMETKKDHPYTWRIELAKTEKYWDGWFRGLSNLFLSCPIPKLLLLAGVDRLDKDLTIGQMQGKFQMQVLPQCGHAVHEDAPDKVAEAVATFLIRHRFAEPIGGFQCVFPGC
# PAFAH2 inh: PAFAH2 (human) inhibition. recombinant PAFAH2, FP-rhodamine activity probe, fluorescence polarization. inhibition, % at 3.39 µM. 340,000 tested, 0.99% active;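 active = inhibition above the mean over all tested compounds plus 3 SD, cut at about 30% in these data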;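 also: inhibitors block probe labeling of enzyme so polarization drops; 0% = enzyme with DMSO and 100% = wells lacking PAFAH2 protein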
# pPAFAH FP inh: pPAFAH (human) enzyme inhibition; 330,000 tested, 1.5% active; recombinant pPAFAH, FP-rhodamine probe fluorescence polarization; Q13093; AID 463082; inhibition, % at 3.39 µM;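 active = inhibition above the mean inhibition across the screen plus 3 SD, cut at about 25% in these data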;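 also: inhibitors block binding of the rhodamine activity-based probe so polarization drops; 0% = enzyme with DMSO and 100% = wells lacking pPAFAH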
# Target sequence (Q13093 whole entry, looked up): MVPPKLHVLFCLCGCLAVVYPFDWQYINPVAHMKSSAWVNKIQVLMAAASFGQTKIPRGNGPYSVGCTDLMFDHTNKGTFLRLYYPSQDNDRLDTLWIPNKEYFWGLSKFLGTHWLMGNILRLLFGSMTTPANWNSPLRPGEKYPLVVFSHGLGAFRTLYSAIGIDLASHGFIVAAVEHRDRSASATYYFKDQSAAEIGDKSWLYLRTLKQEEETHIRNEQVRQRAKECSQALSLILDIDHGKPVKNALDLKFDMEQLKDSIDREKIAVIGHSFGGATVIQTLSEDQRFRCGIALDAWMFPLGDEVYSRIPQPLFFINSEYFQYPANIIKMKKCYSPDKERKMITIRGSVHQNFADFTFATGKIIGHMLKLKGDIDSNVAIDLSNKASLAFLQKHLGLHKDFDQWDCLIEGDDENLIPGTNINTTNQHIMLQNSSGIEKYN
# PAD4 inh: blocks human protein arginine deiminase 4. inhibition, % at 6.36 µM. recombinant PAD4, RCA probe fluorescence polarization. Q9UM07. 330,000 tested, 0.41% active;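 active = percent inhibition above a cutoff equal to the mean of all tested compounds plus 3 SD, cut at about 15% in these data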;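 also: 0% = PAD4 with RCA probe and DMSO and 100% = probe without PAD4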
# GSTO1 inh: GSTO1 inhibition, counter-screen for RBBP9 inhibitors | inhibition, % at 5.96 µM | 300,000 tested, 1.1% active | P78417 | recombinant GSTO1, activity-based probe fluorescence polarization;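 active = inhibition above the campaign mean inhibition plus 3 SD, cut at about 35% in these data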;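 also: 0% = GSTO1-1 with DMSO and 100% = wells lacking GSTO1-1 enzyme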
# Target sequence (P78417 whole entry, looked up): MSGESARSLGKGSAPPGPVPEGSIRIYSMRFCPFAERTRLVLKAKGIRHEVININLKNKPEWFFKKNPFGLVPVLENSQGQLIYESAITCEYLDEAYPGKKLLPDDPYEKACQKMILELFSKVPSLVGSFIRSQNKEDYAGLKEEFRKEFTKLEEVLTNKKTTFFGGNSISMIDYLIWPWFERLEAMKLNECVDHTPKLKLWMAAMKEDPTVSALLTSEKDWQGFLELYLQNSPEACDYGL
# PAFAH1B2 FP inh: PAFAH1B2 (human) inhibition. P68402. AID 492953. inhibition, % at 3.39 µM. 340,000 tested, 1.2% active. recombinant PAFAH1B2, FP-rhodamine activity probe, fluorescence polarization;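 active = inhibition above the mean of all tested compounds plus 3 SD, cut at about 24% in these data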;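 also: 0% = enzyme with DMSO and 100% = wells lacking PAFAH1B2; many of its hits are not listed in these tables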
# Starred values were filed as active, the others as inactive; x = no result given. The list is partial, so the mix of outcomes need not match the whole.
SMILES,Fam108B counter,PAFAH1B3 inh,LYPLA1 counter,PME-1 primary,PAFAH2 inh,pPAFAH FP inh,PAD4 inh,GSTO1 inh,PAFAH1B2 FP inh
CC1(C)Cc2nc3sc4c(=O)n(CC(=O)NCc5ccccc5)cnc4c3cc2CO1,-4,6,3,-1,-2,3,5,2,4
O=C1CSC(c2cccc([N+](=O)[O-])c2)N1c1ccccc1 (centres undefined),4,12,3,2,-3,3,2,-1,0
CCOC(=O)c1ccc2nc(C)c3c(c2c1)OC(C)C3 (centres undefined),-4,8,4,5,-4,-1,-2,10,6
COc1ccc(S(=O)(=O)N(C)c2ccc(C(N)=O)cc2)cc1,2,-5,0,-3,2,-5,-1,3,-3
CC(=O)CSc1nc2ccccc2o1,1,4,-2,0,-1,-1,-6,8,1
O=C(c1ccc(F)cc1)N1CCN(c2ccc([N+](=O)[O-])c(N3CCCCC3)c2)CC1,6,13,-3,-2,8,-1,5,1,6
COc1ccc(/C=N/N=C2/NC(=O)C(CC(=O)O)S2)cc1OCc1ccc(Cl)cc1Cl (centres undefined),2,9,7,3,1,9,-3,1,6
Cc1ccc(OCCOc2cccc(/C=N/NC(N)=O)c2)cc1,-4,7,-3,-5,-7,2,-3,3,2
C[C@@H](C(=O)Nc1ccc2ccccc2c1)[C@H]1C[C@]1(C)[C@H](NC(=O)OCc1ccccc1)c1ccccc1,-14,-21,-23,-24,-22,0,1,-7,-3
O=S(=O)(NCc1ccc(F)cc1)c1ccc(-c2cnc(C3CC3)o2)cc1,0,11,-6,0,0,-2,4,2,1
CCC(=O)Oc1ccc(C2NC(=O)c3ccccc3O2)cc1OC (centres undefined),6,6,-2,0,3,0,4,-1,6
COc1cc(/C=N/NC(N)=S)cc(Br)c1OCc1ccccc1F,1,8,-9,1,-1,8,-3,-6,2
O=C(CCc1ccccc1)NNC(=O)c1cccc(F)c1,1,11,2,3,2,3,-6,5,6
CCN(C(=O)COC(=O)c1c(C)noc1C)C1CCS(=O)(=O)C1 (centres undefined),3,5,4,3,-4,3,0,-3,3
Cc1c(CCOC(=O)c2cccc([N+](=O)[O-])c2)sc[n+]1CC(=O)c1ccccc1,-1,9,4,-5,4,5,-1,4,3

# Three entries from above, with bars between the fields:
Compound | Fam108B counter | PAFAH1B3 inh | LYPLA1 counter | PME-1 primary | PAFAH2 inh | pPAFAH FP inh | PAD4 inh | GSTO1 inh | PAFAH1B2 FP inh
O=C(CCc1ccccc1)NNC(=O)c1cccc(F)c1 | 1 | 11 | 2 | 3 | 2 | 3 | -6 | 5 | 6
CCN(C(=O)COC(=O)c1c(C)noc1C)C1CCS(=O)(=O)C1 (centres undefined) | 3 | 5 | 4 | 3 | -4 | 3 | 0 | -3 | 3
Cc1c(CCOC(=O)c2cccc([N+](=O)[O-])c2)sc[n+]1CC(=O)c1ccccc1 | -1 | 9 | 4 | -5 | 4 | 5 | -1 | 4 | 3

# More compounds.
SMILES,Fam108B counter,PAFAH1B3 inh,LYPLA1 counter,PME-1 primary,PAFAH2 inh,pPAFAH FP inh,PAD4 inh,GSTO1 inh,PAFAH1B2 FP inh
COc1ccc(Br)cc1CN1CCCC(C(=O)N2CCCCC2)C1 (centres undefined),2,3,3,-6,1,8,6,-2,0
Cc1ccccc1C(=O)Nc1ccc(-c2nc3ccc(C(=O)c4ccccc4)cc3[nH]2)cc1,-19,-26,-58,-95,-74,-47,1,-43,-36
CC1CCCC(C)N1c1nnc(NC(=O)Cn2c(=O)oc3ccccc32)s1 (centres undefined),-2,-3,-2,3,10,6,0,4,-1
O=C(Cn1nc([N+](=O)[O-])nc1Br)NC(c1ccccc1)c1ccccc1,-5,7,2,-2,-4,6,-5,9,4
CCOc1ccccc1N(CC(=O)Nc1ccc(OC)cc1OC)S(=O)(=O)c1ccccc1,2,17,-1,4,-10,-4,-8,-2,4
Cc1cccc(N(C)S(=O)(=O)c2ccc3[nH]cc(C(=O)N4CCOCC4)c(=O)c3c2)c1,-1,3,-1,5,-3,3,-1,-4,6
O=C(Nc1ccccc1Cl)c1ccc(-n2cccn2)c([N+](=O)[O-])c1,-4,11,-2,-7,-1,4,-2,3,-2
CS(=O)(=O)NCC(c1ccco1)N1CCN(c2ccc(F)cc2)CC1 (centres undefined),5,4,2,0,3,-3,2,5,0
COc1ccc(N(CC(=O)Nc2cc(C)ccc2OC)S(=O)(=O)c2c(C)noc2C)cc1,-1,4,-1,1,1,45*,0,0,0
CC1CCCCN1C(=O)CCNC(=O)Cn1cnc2ccccc2c1=O (centres undefined),1,5,-2,8,3,0,-1,12,4
O=C(O)CCCN1C(=O)C2C3CC(C2C1=O)C1C(c2ccccc2)c2sc(=O)[nH]c2SC31 (centres undefined),1,2,2,2,-3,4,11,3,81*
CCOCC(=O)Nc1c(C)n(C)n(-c2ccccc2)c1=O,3,x,0,-3,x,0,1,2,x
CC1CCC/C(=N\Nc2ccc(Cl)c(C(=O)O)c2)C1 (centres undefined),2,5,-1,-2,6,7,1,4,4
CC(NCC(=O)NCC(=O)Nc1ccc(F)cc1)c1cccc(C(F)(F)F)c1 (centres undefined),x,8,x,x,0,-3,-5,x,7
COc1cc([N+](=O)[O-])ccc1NC(=S)Nn1cnnc1,-1,2,0,1,-5,6,-3,4,2
COC(=O)CN(c1ccccc1C)S(C)(=O)=O,2,9,-1,-2,-4,5,1,-9,-1
CN1CCN(c2nc3c(c(=O)n(C)c(=O)n3C)n2Cc2cccc3ccccc23)CC1,4,1,2,0,0,3,-2,-13,0
N#C/C(=C\c1ccc(-c2cccc(Cl)c2)o1)C(=O)Nc1cccc2cccnc12,-1,5,-1,1,-3,0,-1,4,1
COc1cccc(C(=O)N(Cc2ccccc2)Cc2cc3cc4c(cc3[nH]c2=O)OCCO4)c1,-8,-1,-3,-2,-3,5,-1,0,6
COc1cc(SC#N)ccc1N=Cc1c(C)[nH]n(-c2ccc(C)cc2)c1=O,6,11,-3,10,8,6,27*,-6,-1
O=C(CN1CCN(c2ncccn2)CC1)N(Cc1ccccc1)c1ccc(F)cc1,4,-2,0,-6,2,-1,0,2,4
Cc1ccc(-c2noc(CCCN3C(=O)c4ccccc4C3=O)n2)cc1,0,1,2,5,-6,2,-1,2,7
Cc1cc(-c2ccc(/C=N/n3cnnc3)o2)c([N+](=O)[O-])cc1C,-1,12,-1,0,7,6,0,1,7
C=CCNC(=O)COc1coc(CN2CCN(Cc3ccccc3)CC2)cc1=O,-2,6,2,-5,8,-3,-4,8,4
Fc1cccc(NC(=S)N2CCCC2)c1,0,2,1,-3,-3,-4,-1,-2,5
FC(F)(F)Oc1ccc(NC(=S)NCCCN2CCOCC2)cc1,1,3,1,5,4,3,-3,-6,3
CCOC(=O)C1CCCN(C(=O)C(C)(C)Oc2ccc(Cl)cc2)C1 (centres undefined),1,-3,1,6,-6,0,0,2,2
CNC(=O)c1ccc(-c2ccc(F)cc2)s1,-6,5,4,-5,8,4,-4,1,-1
O=C(O)CC1S/C(=N/N=C2CCCCC2)N(c2ccccc2)C1=O (centres undefined),0,3,-1,7,6,5,0,4,1
O=C(NCCc1ccccc1)c1cc2ncc(Br)cn2n1,0,11,0,0,10,7,1,5,7
CCN(CC)C(=O)C(=O)Nc1ccc(OCc2ccccc2)cc1,-1,2,4,1,-2,6,-3,5,4
CCN1C(=O)N[C@@H](CCc2ccccc2)[C@H](C(C)=O)[C@H]1C,-3,-1,-4,-3,5,1,-1,5,7
Nc1cccn2c(-c3ccc(Cl)cc3)cnc12,7,10,-2,-5,6,13,-22,2,19
CCOC(=O)c1c(C)oc2ccc(NS(=O)(=O)c3ccc(C(=O)O)cc3)cc12,5,9,-1,-1,6,7,4,7,13
O=C(c1cc(-c2cccc(Cl)c2)on1)N1CCCCCC1,2,9,0,1,4,11,5,-1,2
COc1ccc(S(=O)(=O)N2CCOCC2)cc1C(=O)N1CCCCCC1,-1,5,0,1,-3,4,3,-1,4
O=C(NCc1ccccc1)C1=C[C@@H](C2CCCCC2)C[C@@H](OCc2ccc(CO)cc2)O1,-9,-4,-7,-10,1,6,-3,-9,-2
CC1CN(C(=O)CN2C(=O)c3ccccc3C2=O)CC(C)O1 (centres undefined),4,-1,0,-3,-8,5,0,-9,0
Cc1ccc(S(=O)(=O)N2CCOCC2)cc1C(=O)N1CC(C)CC(C)C1 (centres undefined),x,0,x,x,-2,4,1,x,-1
CCc1n[nH]c(=S)n1/N=C/c1cc(OC)cc([N+](=O)[O-])c1O,2,-2,6,4,25,10,-1,25,0
Nc1c(-c2cccc(Cl)c2)cnn1-c1ccccc1,3,-3,2,-2,2,8,-2,5,3
CCOC(=O)C1CCCN(C(=O)c2ccc3c(c2)OCO3)C1 (centres undefined),2,2,2,1,-3,3,-3,5,7
Cc1ccc(N(C(=O)c2ccc3c(c2)OCO3)C2C=CS(=O)(=O)C2)cc1C (centres undefined),2,0,1,8,7,3,-2,-2,3
O=C(CCOc1ccccc1)N1CCN(c2ccc(O)cc2)CC1,0,3,1,-3,12,31*,-4,12,2
O=C(O)/C=C/C(=O)Nc1ccc(Oc2ccc(NC(=O)/C=C/C(=O)O)cc2)cc1,-2,x,-2,-1,x,10,1,6,x
O=C(Nc1nnc(C2CC2)s1)c1ccc(S(=O)(=O)c2ccccc2)cc1,-3,-5,-1,-3,-1,1,3,-6,4
COc1ccccc1NC(=O)Nc1nnc(CC(=O)Nc2ccccc2C)s1,-15,-4,-16,-28,-7,-6,-2,0,-4
O=C(Oc1coc(CSc2ncccn2)cc1=O)c1ccco1,-1,3,0,0,-3,3,1,7,-3
O=C(NCC(=O)N1CCN(c2ccccc2O)CC1)c1ccc2ccccc2c1,1,11,1,5,-4,15,-7,-4,-9
CCOCCCNC(=O)C(c1ccc(OC)cc1)N(Cc1cccs1)C(=O)CNC(C)=O (centres undefined),0,9,-2,-6,-6,4,2,-4,-1
Cc1ccnc(NC(NC(=O)C(C)C)(C(F)(F)F)C(F)(F)F)c1,3,11,2,2,8,3,5,-3,6
CN(c1ccc(C(=O)N2CCCCC2)cc1)S(C)(=O)=O,3,5,0,1,5,0,1,-4,5
CCOC(=O)c1ccc(NC(=O)c2nc[nH]c2C(=O)N[C@@H](CCCCNC(=O)OC(C)(C)C)C(=O)OC(C)(C)C)cc1,-26,-31,-29,-44,-28,-27,5,-16,-21
CCc1c(C(=O)N/N=C/c2ccc(OCc3ccc(F)cc3)c(OC)c2)nnn1-c1nonc1N,-6,11,-4,-6,-19,-2,-3,-2,2
CCN1CCN(C(=O)C2CCCN(S(=O)(=O)c3cccc4nsnc34)C2)CC1 (centres undefined),1,4,3,-1,-6,4,-2,0,-3
COc1cc(C(=O)NC2CCN(Cc3ccccc3)CC2)cc(Cl)c1OC,3,6,-1,2,12,1,2,-2,7
CC1(C)S[C@@H]2[C@H](NC(=O)C(C(=O)O)c3ccccc3)C(=O)N2[C@H]1C(=O)O (some centres undefined),x,3,x,x,-6,2,-1,x,3
COc1ccccc1CN1CCC(n2nccc2NC(=O)CCc2ccccc2)CC1,-5,0,-3,-3,5,6,-2,-6,3
CCc1ncc(CN2CCC(C(=O)Nc3ccc(-n4nc(C)cc4C)cc3)CC2)cn1,0,9,2,-2,-4,-1,2,3,-2
O=C(/C=C/c1ccc2c(c1)OCO2)NCC1CCCO1 (centres undefined),-3,12,-3,-1,12,6,-3,-1,5
O=C(Cn1cccc1C(=O)c1ccccc1)NCCCN1CCOCC1,4,6,-1,2,-4,-1,-1,-3,4
CCc1cccc2c(C(=O)CSc3nncn3-c3ccccc3OC)c[nH]c12,-5,-10,-3,-7,2,5,-3,-1,-3
NC(=O)c1cc2cc(Cl)ccc2oc1=O,1,6,5,0,9,2,-2,0,4
